Tau fluor counter: counter-screen for tau fibril formation inhibitors; AID 1463; tau K18 P301L Alexa594 fluorescence, heparin fibrillization; 280,000 tested, 0.93% active; Potency, µM (highest dose often 57.7 µM), for the others: at the top dose activity change, negative = decrease; note: % is set by controls: 0 for no effect and ±100 for the full control effect; nearly all actives have a fitted effect of over 55% in size
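Human K18 P301L tau (15 uM unlabeled plus 0.24 uM Alexa 594-labeled, final) in 100 mM sodium acetate pH 7 was mixed with compound and 20 uM heparin and incubated 6 hr at 37 C.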
GAA glycogen: GAA glycogen-cleavage inhibition or activation | P10253 | recombinant GAA, glycogen substrate, Amplex Red glucose oxidase fluorescence | Potency, µM (doses to about 76.4 µM), without a hit: at the top dose activity change, negative = inhibition, actives largely listed as inhibitors | 300,000 tested, 0.38% active | AID 2100;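 note: 0% = full enzyme reaction and -100% = no-enzyme basal signal; the screen sought inhibitors and activators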
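Recombinant human alpha-glucosidase (4 nM final) hydrolysed bovine liver glycogen (30 ug) for 40 min at 37 C in pH 5.0 citrate/phosphate with 0.01% Tween-20. Released glucose detected by glucose oxidase/Amplex Red, Ex 573/Em 610 nm. Compounds up to 77 uM; AC50 from Hill fits.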
Tau FP inhib: inhibitors of human tau fibril formation. K18 P301L tau heparin fibrillization, Alexa594 FP, 6 h. P10636. 280,000 tested, 0.39% active. Potency, µM (titrated, usually from 57.7 µM), for the others: at the highest dose activity, negative = inhibition, most hits filed as inhibitors; note: % is set by controls: 0 for no effect and ±100 for the full control effect; nearly all actives have a fitted effect of over 55% in size
Target sequence (P10636 561-689 P618L limits assumed): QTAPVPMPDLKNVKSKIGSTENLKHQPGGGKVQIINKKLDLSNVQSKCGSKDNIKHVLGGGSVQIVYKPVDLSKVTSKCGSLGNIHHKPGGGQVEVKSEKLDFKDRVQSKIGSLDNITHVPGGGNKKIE
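Quantitative HTS format: compounds meet 15 uM recombinant K18 P301L tau and Alexa 594-tau tracer in 100 mM sodium acetate pH 7; 20 uM heparin triggers fibrillization at 37 C over 6 hr; FP gives the signal.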
GAA spleen mod: inhibitors or activators of human alpha-glucosidase in spleen homogenate; Potency, µM (highest dose often 79.9 µM), for inactives: at the highest dose activity change, negative = inhibition, actives largely listed as inhibitors; human spleen homogenate, 4-MU-alpha-glucoside fluorescence; 240,000 tested, 0.006% active;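 note: 0% = enzyme with vehicle and -100% = no enzyme basal signal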
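Enzyme source: human spleen homogenate, 1 ug/well. Buffer 50 mM citric acid/K phosphate pH 5.0, 0.01% Tween-20. 4-MU-alpha-glucoside 1 mM; 37 C x 40 min; NaOH/glycine stop; fluorescence.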
Tau fibril ThT: tau fibrillization inhibition (ThT binding). P10636. recombinant tau K18 P301L (four-repeat tau fragment), heparin-induced fibrillization, ThT fluorescence. Potency, µM (highest dose often 57.4 µM), for inactives: at the highest dose activity, negative = inhibition, hits mostly inhibitors. 270,000 tested, 2.1% active. AID 1460; note: % is set by controls: 0 for no effect and ±100 for the full control effect; nearly all actives have a fitted effect of over 55% in size
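Recombinant human tau K18 fragment […] carrying P301L, 15 uM unlabeled plus 0.24 uM Alexa 594-labeled, was fibrillized with 20 uM heparin in 100 mM sodium acetate pH 7 for 6 hr at 37 C; 30 uM ThT fluorescence read after 1 hr.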
GAA inhib: inhibitors of human lysosomal alpha-glucosidase. AID 1466. 200,000 tested, 0.005% active. Potency, µM (doses to about 76.9 µM), inactives show top-dose activity change, negative = inhibition, hits mostly inhibitors. P10253. purified human GAA, 4-MU-alpha-glucoside fluorescence;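 note: plate controls were uninhibited enzyme wells for no effect and no-enzyme background for full effect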
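Compounds are titrated up to 77 uM against 4 nM human enzyme. Substrate 4-methylumbelliferyl-alpha-D-pyranoside (400 uM) reacts 20 min at room temperature in pH 5.0 buffer; liberated 4-methylumbelliferone is read at 440 nm.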
aGal spleen mod: inhibitors or activators of human alpha-galactosidase in spleen homogenate | P06280 | human spleen homogenate, 4MU-alpha-Gal fluorescence, 40 min | Potency, µM (series often up to 80 µM), without a hit: at the highest dose activity change, negative = inhibition, usual class: inhibitors | 240,000 tested, 0.008% active;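 note: 0% = enzyme with vehicle and -100% = no enzyme basal signal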
Target sequence (P06280 32-429 limits assumed): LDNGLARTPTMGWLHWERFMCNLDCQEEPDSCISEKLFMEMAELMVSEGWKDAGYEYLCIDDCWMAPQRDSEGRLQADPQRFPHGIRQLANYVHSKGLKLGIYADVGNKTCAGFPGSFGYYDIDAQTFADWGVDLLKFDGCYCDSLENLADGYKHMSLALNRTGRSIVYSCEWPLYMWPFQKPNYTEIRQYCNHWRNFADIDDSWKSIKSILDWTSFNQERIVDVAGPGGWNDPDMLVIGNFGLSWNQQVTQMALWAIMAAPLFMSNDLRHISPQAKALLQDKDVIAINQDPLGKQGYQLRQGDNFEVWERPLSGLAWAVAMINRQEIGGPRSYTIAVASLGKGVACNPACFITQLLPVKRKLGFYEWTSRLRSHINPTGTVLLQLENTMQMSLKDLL
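Inhibition or activation of alpha-galactosidase in human spleen homogenate is scored by 4-MU fluorescence after 40 min at 37C, pH 5.0, with 1 mM substrate. AC50s come from concentration-response fitted to the Hill equation.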
HTT cytoprotect: cytoprotection in Huntington HTT-Q103 PC12 cell model; Potency, µM (series often up to 56.4 µM), for inactives: cytoprotection (ATP increase), actives largely listed as activators; PC12 HTT-Q103 induced, cytoprotection, ATP luminescence, 40 h; AID 1471; 230,000 tested, 0.14% active;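 note: % of control where 0% means no effect; nearly all actives have a fitted effect of over 45% in size; toxic huntingtin expression switched on by the ecdysone agonist tebufenozide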
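Rat PC12, Q103 Htt exon1-GFP fusion, ecdysone promoter; tebufenozide inducer 100 nM final; compound titration; qHTS, 1500 cells/well; ATPlite luminescent read.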
Starred values were filed as active, the others as inactive; ? = inconclusive; / = no result given; [ ] = dose if it differs, or a comment. Calls come from the whole dose curve; as a rule, active = well fitted curve in the direction sought with a large enough effect; inconclusive = small, poorly fitted or top-dose-only effect, or another doubt; inactive = no such curve, though single readings can be large; an effect the other way counts as inactive or inconclusive. Potency is the fitted concentration of half-maximal effect. No enrichment for hits; overall some 3.3% were active at least once.

SMILES	Tau fluor counter	GAA glycogen	Tau FP inhib	GAA spleen mod	Tau fibril ThT	GAA inhib	aGal spleen mod	HTT cytoprotect
CCN(CC)CC(=O)Nc1c(Br)ccc2c1OCO2	-1%	10%	3%	-3%	3%	0%	-2%	-12%[0.074 µM]
COc1ccc(CNC(=O)Nc2cccs2)cc1OC	-10%	10µM*	10%	2%	-17%	-8%	5%	34%
Cc1ccc(-c2n[nH]c3c2C(c2ccccc2Cl)N(c2ccc(C(=O)O)cc2)C3=O)cc1 (stereo not drawn)	-7%	12%[76.3 µM]	-7%	/	-5%	/	/	/
CCN1CCN(C(=O)CCNC(=O)Cn2ccc3ccccc3c2=O)CC1	-4%	3%	8%	0%	-5%	-1%	1%	2%
COCCCNC(=S)NCCNc1nc2c(C)c(C)ccc2cc1C#N	-20%	-11%	-12%	-20%	-6%	2%	9%	19%[10 µM]
CC1=C(C(N)=O)C(c2ccccn2)n2nc(SCc3ccccc3Cl)nc2N1 (stereo not drawn)	-8%	-5%	2%	-5%	-11%	-4%	7%	-37%
O=C(Nc1ccccc1Cl)c1ccccc1Cl	-10%	12%	-16%	2%	1%	-5%	-5%	-2%
CCCOc1ccc(/C=C/C(=O)Nc2sc(C)c(C)c2C(=O)OCC)cc1OC	-20%	-14%[76.3 µM]	?	/	28µM*	/	/	/
CC/C(=N\NC(=S)NC(C)C)c1ccc(OC)c(OC)c1	-4%	?	-4%	-10%	-10%	8%	1%	-26%
COc1ccc2nc(N/C(N)=N/C(=S)Nc3ccc(C)c(C)c3)nc(C)c2c1	5%	0%	6%	-26%	?	8%	-6%	-13%[10 µM]
O=c1n(Cc2ccc(F)cc2)nc2n1-c1cc(Cl)ccc1OC2	-6%	13%[76.3 µM]	-7%	/	6%	/	/	/
O=C(NCCc1ccc(F)cc1)c1cccs1	0%	3%	3%	-11%	-7%	4%	-15%	20%[10 µM]
CNC(=O)c1csc(-c2cccs2)n1	-7%	2%	-8%	1%	-2%	-2%	-5%	4%[10 µM]
Oc1ccc(N=Cc2ccc(O)c(O)c2)cc1	?	-28%	8.9µM*	-9%	3.2µM*	-10%	-3%	-33%[10 µM]
CN1N=C2c3ccccc3CCCC2C1c1ccc(F)cc1 (stereo not drawn)	-27%	-1%	-11%	3%	?	-12%	1%	-3%[10 µM]
Cc1cc(C)c2nc(N3CCC(C(=O)NCc4ccccn4)CC3)sc2c1	-16%	1%	6%	2%	?	-4%	4%	-3%
COc1ccc(Cl)cc1NC(=O)Cn1c(=O)c(-c2ccccc2NC(C)=O)nc2ccccc21	9%	-3%[76.3 µM]	0%	/	4%	/	/	/
COc1ccc(NC(=O)CSc2ccccc2)cc1S(=O)(=O)N1CCCCC1	-12%	1%	11%	2%	-5%	-3%	-6%	8%[10 µM]
CCCn1c(C)nc2c(NCCCN(C)C)nc(C)nc21	-1%	/	7%	11%	3%	/	7%	25%
CCC(=O)c1ccccc1OCC(=O)Nc1c(C)cccc1C	5%	5%	-3%	-6%	3%	1%	5%	13%[10 µM]

Compound profiles, as listed above. Order of screens: Tau fluor counter	GAA glycogen	Tau FP inhib	GAA spleen mod	Tau fibril ThT	GAA inhib	aGal spleen mod	HTT cytoprotect
COCCCNC(=S)NCCNc1nc2c(C)c(C)ccc2cc1C#N is listed with -20%	-11%	-12%	-20%	-6%	2%	9%	19%[10 µM]
CCCOc1ccc(/C=C/C(=O)Nc2sc(C)c(C)c2C(=O)OCC)cc1OC is listed with -20%	-14%[76.3 µM]	?	/	28µM*	/	/	/
O=C(NCCc1ccc(F)cc1)c1cccs1 is listed with 0%	3%	3%	-11%	-7%	4%	-15%	20%[10 µM]
CCN(CC)CC(=O)Nc1c(Br)ccc2c1OCO2 is listed with -1%	10%	3%	-3%	3%	0%	-2%	-12%[0.074 µM]
CCN1CCN(C(=O)CCNC(=O)Cn2ccc3ccccc3c2=O)CC1 is listed with -4%	3%	8%	0%	-5%	-1%	1%	2%

Pulled by structure from above, two records:
SMILES	Tau fluor counter	GAA glycogen	Tau FP inhib	GAA spleen mod	Tau fibril ThT	GAA inhib	aGal spleen mod	HTT cytoprotect
CCN1CCN(C(=O)CCNC(=O)Cn2ccc3ccccc3c2=O)CC1	-4%	3%	8%	0%	-5%	-1%	1%	2%
COCCCNC(=S)NCCNc1nc2c(C)c(C)ccc2cc1C#N	-20%	-11%	-12%	-20%	-6%	2%	9%	19%[10 µM]

(listing goes on)
SMILES	Tau fluor counter	GAA glycogen	Tau FP inhib	GAA spleen mod	Tau fibril ThT	GAA inhib	aGal spleen mod	HTT cytoprotect
Cn1c(=S)n(C)c2ccccc21	8%	0%	4%	-11%	12%	2%	6%	-2%[10 µM]
CCCCC1NC(=S)N(C2CCCCC2)C1=O (stereo not drawn)	-7%	-7%	-6%	5%	4%	1%	7%	4%[0.074 µM]
Cn1c(=O)c2c(nc(CN3CCN(Cc4ccccc4)CC3)n2Cc2ccccc2)n(C)c1=O	1%	-5%	-4%	-2%	-4%	-4%	6%	4%
CCOc1ccccc1C(=O)N1CCCCC1C (stereo not drawn)	1%	2%	-1%	-1%	-6%	-5%	-1%	-4%
O=C(Cc1ccccc1F)Nc1nc(-c2cccs2)cs1	?	-15%	-6%	2%	-8%	-5%	-1%	-15%[10 µM]
CCN(CC)CC(=O)Nc1nc(-c2ccc(Cl)cc2)cs1	?	9%	-8%	-6%	-19%	-5%	-2%	-25%[10 µM]
COc1ccc(-c2noc(-c3cc(C)cc(C)c3)n2)cc1OC	-17%	21%	-5%	-2%	-19%	-8%	1%	-14%
CS(=O)(=O)Nc1cccc2cccnc12	-6%	4%	-5%	7%	-13%	6%	2%	-13%
CCOC(=O)C(=O)Nc1cc(C(=O)OC)cc(C(=O)OC)c1	4%	-5%	-6%	3%	1%	-2%	2%	-2%[10 µM]
COC(=O)c1ccc(OCC2c3cc(OC)c(OC)cc3CCN2C(=O)c2ccco2)cc1 (stereo not drawn)	-13%	1%	9%	2%	-13%	-25%	3%	-21%[0.074 µM]
CCCC1(C(=O)OC)NC(c2cc(OC)c(OC)c(OC)c2)C2C(=O)N(CC)C(=O)C21 (stereo not drawn)	2%	-26%	-5%	-7%	-4%	-8%	-3%	-23%[10 µM]
COc1ccccc1N(CC(=O)N/N=C/c1ccc(C(=O)O)cc1)S(=O)(=O)c1ccc(C)cc1	-2%[0.0958 µM]	6%	-3%[0.0958 µM]	4%	/	/	6%	-5%[10 µM]
COc1ccc2c(c1)C=C([C@@H]1C[C@H]3CN(c4ccccc4)C(=O)[C@]34CCCN14)CO2	-6%	8%	6%	-4%	?	?	-4%	-10%
Cn1nnc(NC(=O)/C=C/c2ccco2)n1	-2%	8%	0%	-6%	-16%	/	-6%	-1%[10 µM]
N#Cc1c(-c2ccc3c(c2)OCO3)ccn2nc(-c3cccc(C(F)(F)F)c3)nc12	-2%	8%	6%	-6%	4%	?	-7%	-1%
CCNC(=O)c1oc2c(c1C)C(=O)CC(C)(C)C2	-3%	3%	6%	-5%	-6%	-1%	-19%	-10%
COc1ccc(OC)c(NC(=O)C2=C(C)NC(=O)NC2c2cccs2)c1 (stereo not drawn)	-6%	-16%	-14%	11%	-3%	4%	9%	-26%
O=C(NCSC1=NCCS1)c1ccccc1	3%	0%	1%	-10%	3%	7%	-10%	13%
COc1cc(C(=O)OCCN2CCCCC2)ccc1O	-5%	3%	3%	5%	-8%	1%	-11%	6%
Nc1ccccc1SCC(=O)N1CCc2ccccc21	-13%	2%	12%	7%	-17%	3%	4%	-18%[10 µM]

Copied from the list.
Reading for Cn1c(=O)c2c(nc(CN3CCN(Cc4ccccc4)CC3)n2Cc2ccccc2)n(C)c1=O under aGal spleen mod: 6%
Reading for Cn1c(=S)n(C)c2ccccc21 under GAA inhib: 2%

More records.
SMILES	Tau fluor counter	GAA glycogen	Tau FP inhib	GAA spleen mod	Tau fibril ThT	GAA inhib	aGal spleen mod	HTT cytoprotect
Cc1ccc(CNC(=O)c2cnc(-c3ccccn3)nc2C(F)(F)F)cc1	-7%	7%	2%	-3%	-4%	0%	6%	-9%
O=C(c1ccccc1)N1CCn2c1nc1ccccc12	-3%	-9%	-2%	-4%	-2%	11%	5%	?
O=C(O)c1cccc(N/N=C/c2ccc(F)c(F)c2)c1	-6%	0%	2%	1%	?	6%	0%	-24%
CC1(/[N+]([O-])=C/c2ccccc2F)CCCCC1=O (stereo not drawn)	-1%	-16%	4%	9%	-2%	5%	6%	-3%
Clc1ccccc1-c1nn2c(COc3ccccc3)nnc2s1	1%	7%	7%	-8%	-8%	0%	-4%	-28%[0.074 µM]
CC1CCC(NC(=O)c2ccc3c(c2)N(Cc2ccccc2)C(=O)c2ccccc2S3=O)CC1 (stereo not drawn)	-11%	-5%[76.3 µM]	-5%	/	-9%	/	/	/
CCCOc1ccc(Cn2ccnc2)cc1[N+](=O)[O-]	0%	-2%	-4%	-10%	0%	-2%	9%	5%[10 µM]
Cc1cccc(-c2nc(N)nc(N)n2)c1	1%	5%	-8%	-3%	6%	/	-6%	-17%[10 µM]

Bioassay records: PubChem BioAssay, National Center for Advancing Translational Sciences (NCATS)
